Bioassay records: PubChem, Broad Institute
mut p53 react = mutant p53 pathway re-activators, primary screen, cell-based, SW480, luciferase, single point, HTS; SW480 PUMA-promoter luciferase, p53 mutant reactivation; activation, % at 9.98 µM; actives 1.5% (n = 28,000); in the data active = activation above about 52%
STK33 inh = STK33 kinase inhibitors, primary screen, biochemical, luminescence, ADP-Glo, MBP substrate. Serine/threonine-protein kinase 33 (Homo sapiens), Q9BYT3. inhibition, % at 12.5 µM. actives 0.44% (n = 27,000); in the data active = inhibition above about 20%
Target sequence (Q9BYT3 whole entry, looked up): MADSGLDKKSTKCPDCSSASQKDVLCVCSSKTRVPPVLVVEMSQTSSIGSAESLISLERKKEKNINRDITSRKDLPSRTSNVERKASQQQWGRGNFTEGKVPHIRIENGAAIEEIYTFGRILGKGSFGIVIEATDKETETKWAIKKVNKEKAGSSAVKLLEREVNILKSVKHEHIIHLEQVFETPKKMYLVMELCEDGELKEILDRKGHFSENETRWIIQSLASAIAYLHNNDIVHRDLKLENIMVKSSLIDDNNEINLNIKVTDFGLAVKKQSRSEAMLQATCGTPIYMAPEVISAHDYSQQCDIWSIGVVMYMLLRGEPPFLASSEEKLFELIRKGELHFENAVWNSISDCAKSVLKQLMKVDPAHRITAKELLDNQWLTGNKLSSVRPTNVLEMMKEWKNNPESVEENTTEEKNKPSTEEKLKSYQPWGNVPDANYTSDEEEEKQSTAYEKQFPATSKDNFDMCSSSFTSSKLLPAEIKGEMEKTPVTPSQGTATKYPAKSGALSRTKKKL
* hit, by the source's call; . = not tested or not shown. The list is partial (hit frequency here may not be typical).

SMILES	mut p53 react	STK33 inh
Cc1noc(C)c1NC(=O)Nc1ccc2c(c1)C(=O)N([C@H](C)CO)C[C@@H](C)[C@H](CN(C)C)OCCCC[C@@H](C)O2	-2	.
Cc1noc(C)c1S(=O)(=O)N(C)C[C@H]1OCc2cn(nn2)CCCC(=O)N([C@H](C)CO)C[C@H]1C	.	-1
NC(N)=Nc1ccc(Cl)cc1	2	.
CNS(=O)(=O)c1ccc(NC(=O)c2cc(-c3cccnc3)nc3ccc(Br)cc23)cc1	-14	9
C[C@H](CO)N1C[C@H](C)[C@H](CN(C)C(=O)Cc2cccnc2)Oc2ncc(C#CC3(O)CCCC3)cc2C1=O	-2	.
C[C@@H]1CN([C@@H](C)CO)C(=O)Cc2cc(NC(=O)Cc3ccccc3)ccc2O[C@@H]1CN(C)Cc1ccc(C(F)(F)F)cc1	-1	1
COc1ccccc1OCC(=O)Nc1ccc(C)cc1[N+](=O)[O-]	119*	-1
COc1c(O[C@@H]2O[C@H](CO)[C@@H](O)[C@H](O)[C@H]2O)cc2oc(-c3ccc(O)cc3)cc(=O)c2c1O	.	19
COc1ccc(CN(C)C[C@H]2Oc3ccc(NC(=O)Nc4ccc(C(F)(F)F)cc4)cc3C(=O)N([C@@H](C)CO)C[C@@H]2C)cc1	-20	.
CCCC(O)C#Cc1cnc2c(c1)C(=O)N([C@H](C)CO)C[C@H](C)[C@H](CN(C)C)O2 (some centres undefined)	8	1
Oc1ccc([C@@H]2Oc3cc(O)cc(O)c3C[C@@H]2O)cc1	-7	1
Cc1c(NC(=O)COc2ccc(I)cc2)cccc1C(=O)O	40	-7
COc1ccc(-c2cnc3c(c2)C(=O)N([C@@H](C)CO)C[C@@H](C)[C@@H](CN(C)C(=O)Cc2ccccn2)O3)cc1	3	.
Cc1ccc2oc(C(=O)Nc3nnc(SCc4ccccc4)s3)c(C)c2c1	17	-3
C[C@H](CO)N1C[C@H](C)[C@H](CN(C)C)Oc2cc(C#CCC3CCCC3)ccc2S1(=O)=O	-8	.
CCCCCS(=O)(=O)CCCCCCCCCCn1c(-c2ccc(O)cc2)c(C)c2cc(O)ccc21	-13	.
C[C@H](CO)N1C[C@H](C)[C@@H](CN(C)C(=O)Nc2cccc(C(F)(F)F)c2)OCc2cn(nn2)CCCC1=O	.	4
C[C@@H]1CCCCO[C@H](CN(C)C)[C@H](C)CN([C@H](C)CO)C(=O)c2cc(NC(=O)Nc3ccc(C(F)(F)F)cc3)ccc2O1	4	.
COc1cc2c(cc1NC(=O)C1CCC(=O)N1S(=O)(=O)c1ccc(C)cc1)oc1ccccc12 (centres undefined)	-35	-1
CCn1c(SCC(N)=O)nnc1-c1ccc(Cl)cc1	-13	-1
Cc1noc(C)c1S(=O)(=O)Nc1ccc2c(c1)CC(=O)N([C@H](C)CO)C[C@@H](C)[C@@H](CN(C)Cc1ccc(-c3ccccc3)cc1)O2	-30	1
O=C(COc1ccc([N+](=O)[O-])cc1)Nc1ccc2oc(-c3ccccc3Cl)nc2c1	-86	0
CC(C)NC(=O)N(C)C[C@@H]1Oc2c(NS(=O)(=O)c3ccc(F)cc3)cccc2C(=O)N([C@H](C)CO)C[C@H]1C	9	.
C[C@H]1CN([C@@H](C)CO)C(=O)Cc2cc(NC(=O)C3CC3)ccc2O[C@H]1CN(C)S(=O)(=O)c1ccc(Cl)cc1	-22	2
COC1=CC(=O)O[C@@H](CCc2ccccc2)[C@@H]1O	10	-3
NC(=O)CSc1nc2c(c(=O)n1Cc1ccccc1)C1(CCCCC1)Cc1ccccc1-2	-5	2
C[C@@H]1CN([C@H](C)CO)C(=O)Cc2cc(NS(=O)(=O)c3ccc(Cl)cc3)ccc2O[C@@H]1CN(C)Cc1ccncc1	.	-4
COc1ccc(-c2cnc3c(c2)C(=O)N([C@H](C)CO)C[C@H](C)[C@H](CN(C)S(=O)(=O)c2ccccc2)O3)cc1	.	2
CCc1ccccc1NC(=O)CN(C)S(=O)(=O)c1c(C)cc(C)cc1C	-3	1
C[C@@H]1CN([C@H](C)CO)S(=O)(=O)c2ccc(C3=CCCC3)cc2O[C@H]1CN(C)Cc1ccccc1F	-30	.
C[C@H](CO)N1C[C@H](C)[C@H](CN(C)S(=O)(=O)c2ccc3c(c2)OCCCO3)OCc2cnnn2CCCC1=O	2	-2
O=C(c1ccc(Br)cc1)N1CCC(Cc2ccccc2)CC1	.	6
Cc1nn(Cc2c(Cl)cccc2Cl)c(C)c1NC(=O)c1noc2c1CC(C(C)(C)C)CC2 (centres undefined)	17	.
CS(=O)(=O)c1ccc(C(=O)Nc2ccccc2Cl)cc1	.	2
COc1ccc(CCn2c(=S)[nH]c3cc(C(F)(F)F)ccc32)cc1OC	.	2
COc1cc(OC)c(NC(=O)CSc2nc3ccc([N+](=O)[O-])cc3s2)cc1Cl	2	3
COc1ccc(NC(=O)Nc2ccc3c(c2)C(=O)N([C@@H](C)CO)C[C@H](C)[C@H](CN(C)C(=O)Nc2ccc(C(F)(F)F)cc2)O3)cc1	-3	-1
Cc1ccc(S(=O)(=O)Nc2ccc3c(c2)C(=O)N([C@H](C)CO)C[C@H](C)[C@H](CN(C)Cc2ccncc2)OCCCC[C@@H](C)O3)cc1	.	-2
COc1ccc(/C=C/c2cc(O)cc(O[C@@H]3O[C@H](CO)[C@@H](O)[C@H](O)[C@H]3O)c2)cc1O	.	1
C[C@@H]1CN([C@@H](C)CO)C(=O)c2cc(NC(=O)Cn3cnnn3)ccc2O[C@H]1CN(C)Cc1ccncc1	2	.

3 compounds already listed, arranged by length of the SMILES, descending.
SMILES	mut p53 react	STK33 inh
Cc1noc(C)c1S(=O)(=O)Nc1ccc2c(c1)CC(=O)N([C@H](C)CO)C[C@@H](C)[C@@H](CN(C)Cc1ccc(-c3ccccc3)cc1)O2	-30	1
C[C@H]1CN([C@@H](C)CO)C(=O)Cc2cc(NC(=O)C3CC3)ccc2O[C@H]1CN(C)S(=O)(=O)c1ccc(Cl)cc1	-22	2
O=C(c1ccc(Br)cc1)N1CCC(Cc2ccccc2)CC1	.	6

Remaining list, next part
SMILES	mut p53 react	STK33 inh
O=C(/C=C/CCc1ccccc1)CCc1ccccc1	-1	-1
C[C@@H]1CN([C@H](C)CO)C(=O)Cc2cc(NS(=O)(=O)c3cccs3)ccc2O[C@@H]1CN(C)S(=O)(=O)c1ccc(F)cc1	.	0
Cc1noc(C)c1S(=O)(=O)N(C)C[C@@H]1Oc2c(NC(=O)c3cnccn3)cccc2C(=O)N([C@H](C)CO)C[C@@H]1C	8	.
C[C@H](CO)N1C[C@H](C)[C@H](CN(C)Cc2cccc(C(F)(F)F)c2)Oc2ncc(C#CCN(C)C)cc2C1=O	.	-2
COC(=O)c1sccc1NC(=O)CSc1nnnn1-c1ccccc1C	20	1
C[C@H](CO)N1C[C@H](C)[C@H](CN(C)C(=O)Nc2ccccc2F)OCc2cn(nn2)CCCC1=O	11	9
COCC(=O)Nc1ccc2c(c1)[C@H]1C[C@H](CC(=O)NCc3ccc4c(c3)OCO4)O[C@H](CO)[C@H]1O2	-5	.
CCCc1nnc2n1N=C(c1ccc(Br)cc1)CS2	7	.
COc1cc(CNC2CCCC2)ccc1OCC(N)=O	4	2
C[C@H](CO)N1C[C@H](C)[C@@H](CN(C)S(=O)(=O)c2ccc3ccccc3c2)OCc2cn(nn2)CCCC1=O	.	2
C[C@@H]1CCCCO[C@H](CN(C)Cc2ccncc2)[C@@H](C)CN([C@H](C)CO)C(=O)c2cc(NC(=O)Cc3ccccc3)ccc2O1	.	2
O=C(CC1Nc2cccc3cccc(c23)NC1=O)Nc1cccc([N+](=O)[O-])c1 (centres undefined)	-10	0
C[C@@H]1CN([C@@H](C)CO)S(=O)(=O)c2ccc(/C=C/c3ccccc3)cc2O[C@@H]1CN(C)C(=O)Nc1cccc(F)c1	-22	.
CN(CC(=O)Nc1ccc(Br)cc1)S(=O)(=O)c1ccc2ccccc2c1	-2	0
C[C@@H]1CCCCO[C@@H](CN(C)C(=O)CCC(F)(F)F)[C@@H](C)CN([C@@H](C)CO)C(=O)c2cc(NS(C)(=O)=O)ccc2O1	-4	.
CC1(C)CC[C@]2(C(=O)O[C@@H]3O[C@H](CO)[C@@H](O)[C@H](O)[C@H]3O)CC[C@]3(C)C(=CCC4[C@@]5(C)CC[C@H](O[C@@H]6O[C@H](C(=O)O)[C@@H](O[C@@H]7O[C@H](CO)[C@@H](O)[C@H](O)[C@H]7O)[C@H](O)[C@H]6O[C@@H]6O[C@H](CO)[C@@H](O)[C@H](O)[C@H]6O)C(C)(C)C5CC[C@]43C)C2C1 (some centres undefined)	-2	-1
COc1ccc(CCNC(=O)c2cc3ccccc3oc2=O)cc1OC	27	0
C[C@@H]1CCCCO[C@@H](CN(C)S(=O)(=O)c2ccc(F)cc2)[C@H](C)CN([C@@H](C)CO)C(=O)c2cc(NC(=O)C3CCCCC3)ccc2O1	-10	.
CCOC(=O)c1ccc(NC(=O)CC2NC3CCCCC3NC2=O)cc1 (centres undefined)	5	1
CC(C)NC(=O)N(C)C[C@H]1Oc2ccc(NC(=O)CCC(F)(F)F)cc2CC(=O)N([C@@H](C)CO)C[C@@H]1C	6	-1

Given in markdown: part of the list above.
| compound | mut p53 react | STK33 inh |
| --- | --- | --- |
| C[C@H](CO)N1C[C@H](C)[C@H](CN(C)C(=O)Nc2ccccc2F)OCc2cn(nn2)CCCC1=O | 11 | 9 |
| COCC(=O)Nc1ccc2c(c1)[C@H]1C[C@H](CC(=O)NCc3ccc4c(c3)OCO4)O[C@H](CO)[C@H]1O2 | -5 | . |

Entries of single compounds from above.
Record of CCOC(=O)c1ccc(NC(=O)CC2NC3CCCCC3NC2=O)cc1 (centres undefined) : mut p53 react: 5; STK33 inh: 1
Record of CCCc1nnc2n1N=C(c1ccc(Br)cc1)CS2 : mut p53 react: 7; STK33 inh: .
Record of CC(C)NC(=O)N(C)C[C@H]1Oc2ccc(NC(=O)CCC(F)(F)F)cc2CC(=O)N([C@@H](C)CO)C[C@@H]1C : mut p53 react: 6; STK33 inh: -1

Single values from the entries so far.
Reading for C[C@H](CO)N1C[C@H](C)[C@@H](CN(C)S(=O)(=O)c2ccc3ccccc3c2)OCc2cn(nn2)CCCC1=O in STK33 inh: 2
Reading for C[C@@H]1CN([C@@H](C)CO)S(=O)(=O)c2ccc(/C=C/c3ccccc3)cc2O[C@@H]1CN(C)C(=O)Nc1cccc(F)c1 in mut p53 react: -22
Reading for CCOC(=O)c1ccc(NC(=O)CC2NC3CCCCC3NC2=O)cc1 (centres undefined) in STK33 inh: 1
Reading for O=C(CC1Nc2cccc3cccc(c23)NC1=O)Nc1cccc([N+](=O)[O-])c1 (centres undefined) in mut p53 react: -10

Continuation:
SMILES	mut p53 react	STK33 inh
C[C@H](CO)N1C[C@H](C)[C@H](CN(C)C(=O)Nc2ccc(F)cc2)Oc2ncc(-c3cccc(F)c3)cc2C1=O	.	1
Cc1ccc(NC(=O)Cn2ccc([N+](=O)[O-])n2)cc1C	21	-1
CCCC#Cc1ccc2c(c1)O[C@H](CN(C)C(=O)c1cnccn1)[C@H](C)CN([C@@H](C)CO)S2(=O)=O	-2	.
COc1ccc(S(=O)(=O)N(C)C[C@@H]2Oc3ccc(NC(=O)Nc4ccc(C(F)(F)F)cc4)cc3CC(=O)N([C@H](C)CO)C[C@@H]2C)cc1	-48	-3
CCCC(O)C#Cc1cnc2c(c1)C(=O)N([C@H](C)CO)C[C@H](C)[C@H](CN(C)S(=O)(=O)c1ccc(C)cc1)O2 (some centres undefined)	.	2
C[C@H]1CN([C@@H](C)CO)C(=O)c2cccc(N(C)C)c2O[C@@H]1CN(C)C(=O)Nc1ccc(C(F)(F)F)cc1	8	.
O=C1O[C@H](c2ccccc2)[C@H](c2ccccc2)N2[C@H]1[C@@H](C(=O)N1CCN(c3ncccn3)CC1)[C@]1(C(=O)Nc3ccc(C#CC4=CCCCC4)cc31)[C@H]2c1ccccc1OCCO	.	8
O=C(c1ccc(F)cc1)n1nc(-c2ccc(Cl)cc2)nc1NCc1ccco1	150*	-5
C[C@H]1CCCCO[C@@H](CN(C)C(=O)Nc2ccccc2)[C@@H](C)CN([C@@H](C)CO)C(=O)c2cc(N(C)C)ccc2O1	-6	.
COC(=O)C[C@@H]1C[C@@H]2c3cc(N(C)C)ccc3O[C@@H]2[C@@H](CO)O1	5	.
C[C@H]1CN([C@@H](C)CO)C(=O)Cc2cc(NC(=O)C3CC3)ccc2O[C@H]1CN(C)C(=O)Nc1ccc2c(c1)OCO2	.	-3
COc1ccc(S(=O)(=O)N(C)C[C@@H]2Oc3ccc(NS(=O)(=O)c4ccc(Cl)cc4)cc3C(=O)N([C@H](C)CO)C[C@@H]2C)cc1	3	1
C=C(C(=O)O)[C@@H]1CC[C@@]2(C)CC[C@H](O)[C@@]2(C(C)=O)C1	-8	0
C[C@H](CO)N1C[C@H](C)[C@H](CN(C)C(=O)Nc2cccc3ccccc23)OCc2cn(nn2)CCCC1=O	-12	-2
CS(=O)(=O)N(CC(=O)Nc1cccc(C(F)(F)F)c1)c1ccc(Br)cc1	3	4
C[C@@H]1CCCCO[C@H](CN(C)S(=O)(=O)c2cccs2)[C@@H](C)CN([C@H](C)CO)C(=O)c2cc(NC(=O)NC3CCCCC3)ccc2O1	.	1
CC1CCN(C(=O)c2ccc(C(C)(C)C)cc2)CC1	.	1
CC(C)NC(=O)N(C)C[C@@H]1OCCCC[C@@H](C)Oc2ccc(NC(=O)Nc3ccccc3)cc2C(=O)N([C@H](C)CO)C[C@@H]1C	0	2
COc1cccc(S(=O)(=O)NCc2ccc(C(=O)Nc3ccc(Cl)cc3)cc2)c1	-19	2
Cc1ccc(-n2c(SCC(=O)Nc3ccc(C)c(Cl)c3)nnc2-c2ccccc2O)c(C)c1	4	-4
O=C(C[C@H]1C[C@H]2c3cc(NC(=O)Cc4ccncc4)ccc3O[C@H]2[C@H](CO)O1)NCc1ccc(-c2ccccc2)cc1	-72	.
C[C@@H]1CN([C@@H](C)CO)C(=O)c2cc(NC(=O)Cc3cn(C)c4ccccc34)ccc2O[C@@H]1CN(C)Cc1ccc(Cl)c(Cl)c1	.	1
COc1ccc(C2OC(c3ccc(S(=O)(=O)N4CCCCC4)cc3)=NN2C(C)=O)cc1 (centres undefined)	-1	.
Cc1ccc(S(=O)(=O)N(C)CC(=O)Nc2ccncc2)cc1	3	2
C[C@@H]1CN([C@@H](C)CO)C(=O)c2cc(N(C)C)ccc2O[C@H]1CN(C)Cc1ccccc1	-4	.
